Shiga toxin inh: A qHTS for Small Molecule Inhibitors of Shiga Toxin; Vero cells, Shiga toxin protein synthesis inhibition reporter; inhibition, % at 38.7 µM; actives 9.2% (n = 290,000); in the data active means inhibition mostly above about 28%, no sharp cut-off; inactive means mostly below about 43%; further: 0% is about no effect
TbPYK inhibitor: qHTS of Trypanosoma Brucei Inhibitors; AID 624173, 2012; Potency, µM (titrated, usually from 76.8 µM), for inactives: top-dose activity, negative = inhibition, actives largely listed as inhibitors; TbPYK enzyme, Kinase-Glo Plus ATP luminescence, 45 min; pyruvate kinase (Trypanosoma brucei), Q57TT1; actives 0.12% (n = 410,000); further: potency means the concentration at half of the fitted maximal effect; on the % scale 0 is the no-effect control and ±100 the full control effect; nearly all actives have a fitted effect of over 50% in size
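Luminescent Kinase-Glo Plus end-point after 45 min room-temperature reaction of T. brucei pyruvate kinase started with 130 uM ADP (final). Buffer TEA 50 mM pH 7.2 with KCl, MgCl2, BSA, Tween-20; titration-based qHTS with fitted concentration-effect curves.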
AmpC no deterg: qHTS Inhibitors of AmpC Beta-Lactamase (assay without detergent) | Potency, µM (series often up to 57.1 µM), without a hit: at the highest dose activity change, negative = inhibition, hits mostly inhibitors | AmpC nitrocefin hydrolysis, absorbance 480 nm, 0.0001% Triton | actives 0.52% (n = 330,000);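 further: potency means the concentration at half of the fitted maximal effect; plate controls were no compound for no effect and no enzyme for full effect; nearly all actives have a fitted effect of over 20% in size; some results filed as inactive show a strong effect at the top dose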
Target sequence (P00811 whole entry, looked up): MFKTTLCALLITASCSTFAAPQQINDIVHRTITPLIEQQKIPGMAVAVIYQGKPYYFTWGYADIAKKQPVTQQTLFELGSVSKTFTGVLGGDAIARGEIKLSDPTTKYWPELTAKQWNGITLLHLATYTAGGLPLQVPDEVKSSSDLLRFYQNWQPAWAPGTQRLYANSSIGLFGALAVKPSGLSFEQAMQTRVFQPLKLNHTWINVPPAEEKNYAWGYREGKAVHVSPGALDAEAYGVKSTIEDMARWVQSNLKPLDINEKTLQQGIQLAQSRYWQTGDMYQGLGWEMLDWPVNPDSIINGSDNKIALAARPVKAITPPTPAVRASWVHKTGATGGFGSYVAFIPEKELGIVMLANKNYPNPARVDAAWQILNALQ
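20 mM phosphate pH 7.0 + 0.01% (detergent screen) or 0.0001% Triton X-100; 5.3 nM AmpC reagent; cpd preinc 15 min RT; nitrocefin (800 uM stock) to start; A480 q20 s × 4 min; Activity was normalised to no-enzyme and no-compound control wells.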
Cycloheximide cs: Cycloheximide Counterscreen for Small Molecule Inhibitors of Shiga Toxin; actives 12% (n = 300,000); max response, %; cell reporter, cycloheximide protein synthesis inhibition counterscreen; in the data active means max response mostly above about 13%, no sharp cut-off; inactive means mostly below about 14%; further: read at 38.3 µM for the half of the compounds with a filed dose; 0% is about no effect
LmPK inh: qHTS Assay for Inhibitors of Leishmania Mexicana Pyruvate Kinase (LmPK); Q27686; purified LmPK, Kinase-Glo ATP luminescence, 1 h; Potency, µM (highest dose often 57.5 µM), for inactives: at the top dose activity change, negative = inhibition, hits mostly inhibitors; actives 0.37% (n = 290,000); AID 1721, 2009; further: potency means the concentration at half of the fitted maximal effect; on the % scale 0 is the no-effect control and ±100 the full control effect
Target sequence (Q27686 whole entry, looked up): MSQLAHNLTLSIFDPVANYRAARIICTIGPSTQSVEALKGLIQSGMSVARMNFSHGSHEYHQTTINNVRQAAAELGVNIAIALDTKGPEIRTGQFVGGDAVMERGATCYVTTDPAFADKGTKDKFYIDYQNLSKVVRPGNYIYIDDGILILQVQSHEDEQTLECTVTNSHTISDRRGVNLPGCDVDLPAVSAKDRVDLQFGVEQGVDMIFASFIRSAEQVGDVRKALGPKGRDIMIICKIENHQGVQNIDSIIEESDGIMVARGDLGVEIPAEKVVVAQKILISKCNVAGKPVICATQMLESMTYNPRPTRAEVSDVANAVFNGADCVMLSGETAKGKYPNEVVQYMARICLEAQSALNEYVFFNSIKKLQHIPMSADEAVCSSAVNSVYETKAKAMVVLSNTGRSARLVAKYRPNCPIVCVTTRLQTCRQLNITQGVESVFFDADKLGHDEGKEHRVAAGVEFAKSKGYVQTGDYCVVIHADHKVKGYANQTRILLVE
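qHTS format; LmPK 0.1 nM; substrates PEP 0.5 mM and ADP 0.1 mM. One-hour room-temperature incubation, then coupled luciferase luminescence; 0.5 nM enzyme wells mark activation.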
Pf growth 48h: Primary qHTS for delayed death inhibitors of the malarial parasite plastid, 48 hour incubation | actives 5.9% (n = 310,000) | Potency, µM (highest dose often 28.7 µM), without a hit: at the top dose activity change, negative = inhibition, actives largely listed as inhibitors | AID 504832, 2011 | P. falciparum luciferase growth in erythrocytes, 48 h; further: potency means the concentration at half of the fitted maximal effect; on the % scale 0 is the no-effect control and ±100 the full control effect
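Here the parasites carry a stable luciferase gene and grow inside erythrocytes in Albumax-based RPMI medium with compound for one erythrocytic cycle. Activity is scored as loss of luminescent signal.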
Pf growth 96h: Primary qHTS for delayed death inhibitors of the malarial parasite plastid, 96 hour incubation; P. falciparum luciferase reporter growth, 96 h; Potency, µM (top dose mostly 28.7 µM), inactives show at the top dose activity change, negative = inhibition, usual class: inhibitors; actives 6.9% (n = 320,000); AID 504834, 2011; further: potency means the concentration at half of the fitted maximal effect; on the % scale 0 is the no-effect control and ±100 the full control effect
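P. falciparum expressing integrated firefly luciferase, in erythrocytes at 2% hematocrit, 0.05% parasitemia, incubated with compounds 96 h at 37 C, 5% CO2. Growth inhibition read as loss of luminescence; two-generation exposure targets delayed-death apicoplast inhibitors.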
Active calls of the source: *; u = inconclusive; x = no result given; & = joins results of further samples; ! = not active in a repeat; [ ] = remark or other dose. Unless noted, the call rests on the fitted dose curve; in most records, active means well fitted curve in the direction sought with a large enough effect; inconclusive means small, poorly fitted or top-dose-only effect, or another doubt; inactive means no such curve, though single readings can be large; an effect the other way counts as inactive or inconclusive.

(1) CCNC(=O)CSc1nc2ccccc2c(=O)n1CCCOC(C)C
(2) O=C(CCc1ccccc1)Nc1ccccc1C(=O)NCc1ccco1
(3) C/C(=N/Nc1ccc([N+](=O)[O-])cc1)c1ccc(C)cc1C
(4) COc1ccc(CCNC(=S)NCc2cccs2)cc1OC
(5) Cc1cccc(CNC(=O)c2cc(S(=O)(=O)N3CCOCC3)cn2C)c1
(6) Cc1ccc(S(=O)(=O)N2CCN(C(=O)Cc3ccc4c(c3)OCCO4)CC2)cc1C
(7) C/C(=N/NC(=O)CN1CCN(S(=O)(=O)c2ccc(C)cc2)CC1)c1ccco1
(8) CC1=C(C(=O)OCc2ccc3c(c2)OCO3)C(c2cccc([N+](=O)[O-])c2)NC(=O)N1 (centres undefined)
(9) O=c1cc2c(n[nH]1)CCCC2
(10) Cc1cc(F)ccc1S(=O)(=O)Nc1ccccc1C(=O)Nc1ccc2[nH]c(=O)[nH]c2c1

entry no.,1,2,3,4,5,6,7,8,9,10
LmPK inh,-2%,5%,1%,-2%,2%,2%,1%,-3%,-5%,4%
Shiga toxin inh,15,9,94*,-2,-9,9,-6,-18,-8,13
Pf growth 48h,u,u,48%[activator],u,3%,-13%,10%,5%,13%,-17%
AmpC no deterg,-4%,-35%,-33%,0%[2.29 µM],-1%,31%,9%,-26%,-8%,x
Pf growth 96h,u,13µM*,-10%,21%,14%,1%,-11%,31%,47%[activator],3%[5.75 µM]
Cycloheximide cs,2,-3,42*,-1,-3,7,-1,2,-2,-1
TbPYK inhibitor,-2%,6%,5%,-1%,4%,4%,5%,2%,6%,8%

(11) Cc1cccc2sc(NC(=O)CN3C(=O)C4CC=CCC4C3=O)nc12 (centres undefined)
(12) CCc1nnc(NS(=O)(=O)c2ccc(NC(=S)NC(=O)c3cccnc3)cc2)s1
(13) COc1ccc(N(CC(=O)Nc2cc(Cl)ccc2OC)S(=O)(=O)c2c(C)[nH]c(=O)[nH]c2=O)cc1
(14) O=C(Nn1c(C2CCC2)nc2ccccc2c1=O)C1CCC1
(15) O=C(c1noc2c1CCCC2)N1CCN(c2ccc(F)cc2)CC1
(16) Fc1ccc(-n2c(-c3cc(C4CC4)[nH]n3)n[nH]c2=S)cc1Cl
(17) CC(=O)Nc1cccc(NC(=O)CSc2nnc(NC(=O)C3CC3)s2)c1
(18) O=C(NCCCn1ccnc1)/C(=C\c1ccc(Br)cc1)NC(=O)c1ccccc1F
(19) Cc1cc(NC(=O)CSc2nc3cc(Cl)ccc3s2)no1
(20) Cc1cc(=O)oc2cc(OCC(=O)N3CCN(c4ccc(F)cc4)CC3)ccc12

entry no.,11,12,13,14,15,16,17,18,19,20
LmPK inh,8%,-2%,1%,3%,-2%,11µM*,1%,1%,5%,3%
Shiga toxin inh,14,-4,-4,33,33,17,9,-8,-4,-2
Pf growth 48h,0%,79%[activator],-18%,-13%,u,12%,u,7%,7%,9%
AmpC no deterg,11%,-23%,-32%,-25%,1%,-49%,-11%,52%,-9%,36%
Pf growth 96h,-23%,u,0%,-3%,u,-5%,-14%,u,x,-8%
Cycloheximide cs,-2,-2,-2,-1,-2,-3,4,-3,-2,-4
TbPYK inhibitor,4%,-4%,-3%,-1%,-1%,u,4%,-9%,-1%,-14%

(21) Cc1cc(C)c(S(=O)(=O)n2cc(C(C)C(N)C(=O)O)c3ccccc32)c(C)c1 (centres undefined)
(22) Cc1[nH]nc(Sc2ccccn2)c1[N+](=O)[O-]
(23) C=CCNC(=O)c1ccc(OC)cc1OC
(24) Cc1c(N=C(N)/N=C(\N)Nc2ccc(Br)cc2)c(=O)n(-c2ccccc2)n1C
(25) COc1ccc(S(=O)(=O)N2CC(=O)Nc3ccccc32)cc1Cl
(26) O=C1CCN(C(=O)c2ccc(Cl)cc2)N1
(27) CCN1CCN(C(=O)C2CCC(=O)N(CCCN3CCCC3=O)C2)CC1 (centres undefined)
(28) Cc1cc(C)nc(NS(=O)(=O)c2ccc(NC(=O)C3(c4ccccc4)CCCC3)cc2)n1
(29) CN(C)S(=O)(=O)c1cccc(NC(=O)c2ccc3c(c2)S(=O)(=O)N=C2CCCCCN23)c1
(30) O=C(O)c1ccc(-c2sc(Nc3ccccc3)n[n+]2-c2ccccc2)cc1

entry no.,21,22,23,24,25,26,27,28,29,30
LmPK inh,x,1%,-3%,6%,0%,-1%,-2%,-1%,x,2%
Shiga toxin inh,x,44*,8,8,-9,-2,-7,-12,x,26
Pf growth 48h,u,34%[activator],1%,u,-2%,7%,18%,19%,u,43%[activator]
AmpC no deterg,63%[activator],-12%,u,-24%,-9%,-53%,-11%,31%,5%,-24%
Pf growth 96h,11%,16%,u,u,41%[activator],-20%,161%[activator],u,u,-23%
Cycloheximide cs,x,15,-3,-1,-2,1,-6,-3,x,20*
TbPYK inhibitor,-1%,6%,-8%,0%,-2%,2%,4%,-8%,x,-5%

(31) CN(C)C(CNC(=O)c1cc(S(=O)(=O)N(C)c2ccccc2)ccc1Cl)c1ccccc1 (centres undefined)
(32) C/C(=N\OC(=O)c1ccc(C)cc1)c1c(C)nc2cc(C)ccn12
(33) C/C(=N\Nc1cc(C)nc(NCc2ccccc2)n1)c1cccc([N+](=O)[O-])c1
(34) CC(=O)c1ccc(NC(=O)C2CCN(S(=O)(=O)c3cccnc3)CC2)cc1
(35) Cc1ccccc1CS(=O)(=O)c1cn(CC(=O)N2CCC(C)CC2)c2ccccc12
(36) NC(=O)C1CCN(C(=O)c2ccc3c(=O)n(Cc4ccco4)c(SCc4ccc([N+](=O)[O-])cc4)nc3c2)CC1
(37) CC1CCCCN1C(=O)Nc1cccc(Cl)c1 (centres undefined)
(38) COc1ccc(CC2(CO)CCN(Cc3nc(C(C)C)cs3)CC2)cc1
(39) CN1CCN(C(=O)c2cc3cc(Cl)ccc3[nH]2)CC1
(40) C/C=C/C(=O)OCC(=O)Nc1c(Cl)cccc1Cl

entry no.,31,32,33,34,35,36,37,38,39,40
LmPK inh,2%,3%,-1%,-2%,-1%,10%,5%,2%,-4%,0%
Shiga toxin inh,-5,-5,23,11,9,-2,23,-13,28&83,-3
Pf growth 48h,u,193%[activator],u,19%,u,12µM*,14%,u,-11%,x
AmpC no deterg,76%[activator],-15%,-26%,30%,25%,106%[activator],-7%,129%[activator],-2%,-6%
Pf growth 96h,-18%,22%,u,55%[activator],u,u,x,u,10µM*,-6%
Cycloheximide cs,-2,-6,1,1,5,10,13,-2,12*!,-2
TbPYK inhibitor,2%,1%,-5%,-1%,1%,-11%,-6%,1%,-3%,x

Random excerpt: four entries already listed.
(34) CC(=O)c1ccc(NC(=O)C2CCN(S(=O)(=O)c3cccnc3)CC2)cc1
(39) CN1CCN(C(=O)c2cc3cc(Cl)ccc3[nH]2)CC1
(31) CN(C)C(CNC(=O)c1cc(S(=O)(=O)N(C)c2ccccc2)ccc1Cl)c1ccccc1 (centres undefined)
(38) COc1ccc(CC2(CO)CCN(Cc3nc(C(C)C)cs3)CC2)cc1

entry no.,34,39,31,38
LmPK inh,-2%,-4%,2%,2%
Shiga toxin inh,11,28&83,-5,-13
Pf growth 48h,19%,-11%,u,u
AmpC no deterg,30%,-2%,76%[activator],129%[activator]
Pf growth 96h,55%[activator],10µM*,-18%,u
Cycloheximide cs,1,12*!,-2,-2
TbPYK inhibitor,-1%,-3%,2%,1%

(cont.)
(41) CCOc1ccc(C2NC(=O)c3ccccc3O2)cc1 (centres undefined)
(42) Cc1cc(C)c(C)c(S(=O)(=O)N2CCC(C(=O)N3CCCCCCC3)CC2)c1C
(43) Cc1ccccc1NC(=O)COC(=O)Cc1ccsc1
(44) CC1CCCCC12NC(=O)N(CC(=O)OCc1ccccc1Cl)C2=O (centres undefined)
(45) Cc1ccc(-n2c(SCC(N)=O)nnc2-c2ccccn2)cc1
(46) Cc1cc(NC(=O)Cn2nnc3sc4c(c3c2=O)CCC(C(C)(C)C)C4)no1 (centres undefined)
(47) CCCCCCC(C)n1cc(C(C)=O)c(=O)[nH]c1=O (centres undefined)
(48) CC(C)(C)CC(=O)O/N=C(\N)c1ccccn1
(49) CC1CC(C)(C)CC(=O)C1C(=O)c1ccccc1 (centres undefined)
(50) CC(=O)c1ccc(N2CCN(C(=O)c3c(-c4ccccc4Cl)noc3C)CC2)cc1

entry no.,41,42,43,44,45,46,47,48,49,50
LmPK inh,2%,2%,-6%,x,3%,3%,0%,-5%,x,-6%
Shiga toxin inh,6,-7,-8,x,-15,-7,-19,30,x,9
Pf growth 48h,-2%,-5%,4%,4%,-2%,10µM*,5%,113%[activator],13%,u
AmpC no deterg,-14%,15%,-9%,-8%,-37%,-33%,18%,-5%,-6%,-7%
Pf growth 96h,u,u,18%,20%,x,4%,14%,13µM*,57%[activator],34%[activator]
Cycloheximide cs,5,2,-1,x,-2,-3,2,40*,x,-3
TbPYK inhibitor,-10%,-12%,-10%,-1%,2%,-7%,1%,-18%,0%,-2%

(51) CC(C)CCNC(=O)C1CCN(Cc2cccc(OCc3ccccc3)c2)CC1
(52) O=C(Nc1cc2c(cc1Cl)OCCCO2)c1ccc(F)cc1
(53) Cc1csc2c(N3CCN(C(=O)Nc4ccc(Cl)c(Cl)c4)CC3)ncnc12
(54) O=C(O)CCNC(=O)CCCn1nnc2ccccc2c1=O
(55) O=C(Nc1ccncc1)c1ccc(NS(=O)(=O)c2cccc(F)c2)cc1
(56) CN(C)c1nc(C(=O)Nc2ccccc2)nc(N(C)C)n1
(57) O=C1CCc2cc(S(=O)(=O)N3CCC(C(=O)NC4CCCc5ccccc54)CC3)ccc2N1 (centres undefined)
(58) CCc1ccccc1NC(=O)N1CCCC(CCC(=O)N(C)CCc2ccccn2)C1 (centres undefined)
(59) O=C1N/C(=N/O)S/C1=C/c1cccc([N+](=O)[O-])c1
(60) O=P1(c2ccccc2)C=Cn2c1cc1c2CCCC1 (centres undefined)

entry no.,51,52,53,54,55,56,57,58,59,60
LmPK inh,-5%,1%,1%,2%,3%,4%,13%,-3%,-2%[11.5 µM],-2%
Shiga toxin inh,6,114*,-2,-1,-8,-6,-5,-3,36,2
Pf growth 48h,33%[activator],203%[activator],-11%,-4%,u,20%,x,-10%,13%,-5%
AmpC no deterg,84%[activator],-20%,26%,-4%,-59%,-17%,58%,-2%,-25%,-20%
Pf growth 96h,u,169%[activator],-3%,-12%,u,x,u,u,u,223%[activator]
Cycloheximide cs,6,89*,1,-1,-4,-1,-2,-1,9,-2
TbPYK inhibitor,-19%,-2%,1%,-7%,0%,1%,-6%,2%,-11%,2%

Assay outcomes deposited in PubChem by National Center for Advancing Translational Sciences (NCATS).

Random draw from the library; any-hit rate near 22%.
